CSN inh: inhibitors of human CSN-mediated cullin deneddylation | Q92905 | Purified CSN, SCF-Nedd8-OG deneddylation, fluorescence polarization | inhibition, % at 12.5 µM | hit rate 0.38% among 360,000 | AID 651999;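 active means pattern-corrected inhibition above about 35%, with an unprinted fluorescence ratio check between 0.5 and 1.5, limit read from the data, passing the limit was not always enough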;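 further: 0% = enzyme with substrate and 100% = substrate without enzyme; some results filed as inactive read as strong as hits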
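Assay system: purified human Csn5 enzyme expressed in HEK293T cells; measure: % inhibition; also added: SCFSkp2-Nedd8OG substrate at 10 nM final; technique: fluorescence polarization; times: reaction 90 min, room temperature; medium: Tris buffer pH 7.5, NaCl, DTT, Tween-20, trehalose, ovalbumin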
FAS-TE inh: FAS thioesterase (human) inhibition. hit rate 0.67% among 360,000. P49327. AID 602261. recombinant FAS-TE, OMFH fluorogenic substrate, fluorescence endpoint. inhibition, % at 15 µM;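 active means compounds whose normalised, plate-corrected inhibition of enzyme fluorescence in the single-dose primary screen is 50% or more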;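 further: 0% = DMSO with enzyme and 100% = substrate without enzyme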
Neddylation inh: blocks human cullin neddylation; P61081+Q13564; TR-FRET cullin neddylation, biochemical; calls only at 25 µM; hit rate 0.58% among 360,000; in the data active means inhibition above about 36%
Target sequence (P61081 whole entry, looked up): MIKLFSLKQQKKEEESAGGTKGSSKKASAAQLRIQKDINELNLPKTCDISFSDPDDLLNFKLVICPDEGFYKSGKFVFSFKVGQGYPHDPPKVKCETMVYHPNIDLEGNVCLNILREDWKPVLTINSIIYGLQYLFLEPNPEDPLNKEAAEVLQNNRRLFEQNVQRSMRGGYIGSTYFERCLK
Target sequence (Q13564 whole entry, looked up): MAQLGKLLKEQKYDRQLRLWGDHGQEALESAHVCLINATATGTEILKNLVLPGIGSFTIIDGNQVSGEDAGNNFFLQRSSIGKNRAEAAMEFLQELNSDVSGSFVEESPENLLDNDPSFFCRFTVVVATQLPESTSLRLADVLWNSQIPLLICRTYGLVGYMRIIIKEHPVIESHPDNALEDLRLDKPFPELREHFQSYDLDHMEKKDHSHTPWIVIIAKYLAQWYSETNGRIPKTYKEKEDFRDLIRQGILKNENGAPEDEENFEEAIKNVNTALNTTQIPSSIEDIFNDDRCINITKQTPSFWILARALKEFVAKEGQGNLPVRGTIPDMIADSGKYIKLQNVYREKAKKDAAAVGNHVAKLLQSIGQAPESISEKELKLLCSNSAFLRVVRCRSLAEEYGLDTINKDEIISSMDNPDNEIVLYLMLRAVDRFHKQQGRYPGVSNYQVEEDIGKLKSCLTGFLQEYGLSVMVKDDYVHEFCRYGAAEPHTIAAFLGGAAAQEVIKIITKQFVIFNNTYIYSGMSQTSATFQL
MLLE-PAM2 inh: blocks PAM2 peptide binding to the PABP1 MLLE domain; inhibition, % at 20 µM; P11940; GST-MLLE / FITC-PAM2 fluorescence polarization; hit rate 0.36% among 360,000; in the data active means inhibition above about 35%, passing the limit was not always enough;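 further: plate controls were DMSO wells with GST-MLLE for no effect and wells lacking GST-MLLE protein for full effect; some results filed as inactive read as strong as hits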
Rin1 Abl inh: human Rin1-Abl interaction inhibition; P00519+Q13671; TR-FRET Rin1/Abl binding, biochemical; inhibition, % at 7.35 µM; hit rate 0.4% among 360,000; AID 588664; in the data active means inhibition above about 5%, passing the limit was not always enough
MsrA inh: inhibitors of bovine MsrA; purified bovine MsrA, absorbance read-out; inhibition, % at 15.5 µM; hit rate 0.75% among 360,000; AID 651718; in the data active means inhibition above about 4.5%;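 further: 0% = vehicle wells with enzyme and 100% = reference inhibitor wells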
E coli Lon inh: inhibits E. coli Lon protease. P0A9M0. purified E. coli Lon protease, fluorescence polarization. inhibition, % at 7.94 µM. hit rate 0.42% among 360,000. AID 602123; in the data active means inhibition above about 13%, passing the limit was not always enough;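 further: 0% = enzyme with probe and DMSO and 100% = no enzyme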
bovine MsrA act: activators of bovine methionine sulfoxide reductase A. purified bovine MsrA, absorbance read-out. activation, % at 10.6 µM. hit rate 0.3% among 360,000. AID 602163; in the data active means activation above about 7.5%;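 further: 0% = vehicle and 100% = reference activator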
Tb MetRS inh: blocks T. brucei methionyl-tRNA synthetase activity; purified T. brucei MetRS, ATP depletion, Kinase-Glo luminescence; inhibition, % at 11.9 µM; hit rate 0.4% among 360,000; AID 624268;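 active means inhibition above a per-plate cutoff of the control wells' mean inhibition plus 3 SD, cut at about 5.5% in these data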;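 further: 0% = DMSO wells median and 100% = median of wells with control inhibitor compound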
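Dosing: 11.9 µM single point; system: parasite MetRS enzyme; technique: luminescence of leftover ATP; times: 15 min enzyme-compound preincubation, 2 h reaction, 10 min detection, 25 °C; replicates: each compound tested once; read-out basis: percent inhibition relative to median high and low control wells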
Numbers without * were called inactive; i = inactive; · = no result given.

no.	SMILES	CSN inh	FAS-TE inh	Neddylation inh	MLLE-PAM2 inh	Rin1 Abl inh
1	COc1ccc(CN=Cc2c(C(=O)O)[nH]c3ccccc23)cc1	1	-2	i	6	3
2	CC1(C(=O)CSc2nc3ccccc3[nH]2)CCC(=O)O1 (centres undefined)	5	-8	i	-27	0
3	COc1ccc(NC(=O)CSc2nnc(C3CC3)n2C)cc1	-11	-4	i	-1	0
4	CCCC/C=C/C(NC(=O)c1ccc(C(=O)OC)cc1)c1ccccc1 (centres undefined)	-2	15	i	3	3
5	CN(C)C(=O)c1nc2ccc(Cl)cn2c1CN1CCN(c2ncccn2)CC1	-5	-4	i	3	-3
6	COC(=O)N/C(C)=C1/NC(=O)c2ccccc2C(c2ccccc2)N1 (centres undefined)	-2	-6	i	-3	-2
7	CCOC(=O)C1=CC[C@@H](c2ccccc2)N(S(=O)(=O)c2ccc(C)cc2)[C@H]1c1cccc(OC)c1	-1	32	i	5	4
8	Cc1cc2c(cc1S(=O)(=O)N(C)Cc1ccccc1)n(C)c(=O)c(=O)n2C	-6	3	i	15	-3
9	CNC(=O)c1cccn1-c1ccsc1C(=O)OC	4	-6	i	-1	-4
10	CCn1c(CNC(=O)c2ccccc2Br)nnc1SCC(=O)Nc1nncs1	-3	-6	i	-1	0
11	CCSc1nnc(NC(=O)CSc2nncc(=O)n2N)s1	5	1	i	-8	5
12	CCOC(=O)Cn1ccc(NC(=O)c2ccc(F)cc2)n1	-3	-3	i	11	2
13	Cc1ccc(NC(=O)O/N=C/c2c(C)nn(C(C)(C)C)c2C)cc1Cl	3	34	i	5	-1
14	O=C(c1ccc(Cl)c(S(=O)(=O)N2CCOCC2)c1)N(Cc1ccco1)Cc1cccs1	4	8	i	2	-1
15	CCCn1cc(SCC(N)=O)c2ccccc21	-6	-2	i	-1	-3

no.	MsrA inh	E coli Lon inh	bovine MsrA act	Tb MetRS inh
1	2.1	0	-1	-0.3
2	1.3	0	-5	-1.1
3	2.8	1	-5	0.4
4	0.2	-4	-2	-0.1
5	0.1	4	-2	-0.8
6	0.2	1	2	0.0
7	0.1	-2	-4	-0.9
8	1.1	1	0	0.4
9	1.3	-11	-4	-0.6
10	-0.3	-3	-5	0.2
11	0.1	-2	-13	-1.7
12	-0.8	1	-2	-0.9
13	-0.4	2	-1	-0.5
14	0.3	8	-3	0.2
15	-0.9	-5	-3	-0.6

The results go on.
no.	SMILES	CSN inh	FAS-TE inh	Neddylation inh	MLLE-PAM2 inh	Rin1 Abl inh
16	O=C(COC(=O)CNC(=O)c1ccc(-c2ccccc2)cc1)NCc1ccco1	-8	-1	i	0	-3
17	CN(C)/C=C(/C(=O)c1ccc(Cl)c(Cl)c1)c1nnnn1-c1ccccc1	2	-2	i	-5	5
18	CCOc1ncccc1C(=O)NCc1ccccc1F	-4	1	i	7	-4
19	COc1ccccc1NC(C)=O	-1	-6	i	6	-4
20	CC(=O)Nc1ccc(C(=O)NC(CC(=O)O)c2ccc(Cl)cc2)cc1 (centres undefined)	-1	-5	i	13	1
21	CSCSC1=C(C#N)C(c2ccccc2Cl)C(C(C)=O)=C(C)N1 (centres undefined)	4	9	i	20	0
22	CCOc1cc(NC(=O)Nc2ccc(F)cc2)c(OCC)cc1NC(=O)CC	3	-6	i	1	-2
23	C=CCc1ccccc1OCC(=O)OCCNC(=O)c1cccnc1	3	-7	i	13	-1
24	CCC(C)(C(=O)NC1CCCC1)N(C)C(=O)Cc1c[nH]c2ccccc12 (centres undefined)	0	-4	i	-6	-2
25	N#C/C(C(=O)NCc1ccco1)=C1/SC(Cc2ccc(F)cc2)C(=O)N1c1ccccc1 (centres undefined)	1	0	i	9	-1
26	Cc1snc(SCC(=O)c2ccc(F)cc2)c1C#N	3	32	i	6	-4
27	O=C(CNC(=O)C12CC3CC(CC(C3)C1)C2)N1CCN(S(=O)(=O)/C=C/c2ccccc2)CC1	-10	4	i	-4	-1
28	O=C(O)/C=C/C(=O)Nc1ccc(F)cc1F	2	-4	i	9	-2
29	O=C(O)c1cccc(N2C(=O)CSC2c2c(F)cccc2Cl)c1 (centres undefined)	-3	-10	i	-5	-4
30	CN(C)Cc1c(O)ccc2cc(-c3nc4ccccc4n3C)c(=O)oc12	-5	-5	i	34	5

no.	MsrA inh	E coli Lon inh	bovine MsrA act	Tb MetRS inh
16	-0.3	2	-3	0.1
17	3.9	3	-1	0.5
18	-0.7	-6	-2	-0.1
19	0.1	0	-3	0.5
20	-0.6	0	-13	-1.1
21	1.6	2	-7	-1.0
22	-0.1	-4	0	0.2
23	0.7	1	-3	0.7
24	1.1	4	-4	-0.3
25	-0.2	0	-5	-0.4
26	0.3	1	-1	-0.4
27	-0.1	-3	-7	-0.7
28	-1.1	-3	-3	0.1
29	-0.8	-15	-4	-0.3
30	2.8	-19	-1	0.1

New compounds follow
no.	SMILES	CSN inh	FAS-TE inh	Neddylation inh	MLLE-PAM2 inh	Rin1 Abl inh
31	Cc1cccc(C(=O)Nc2ccc(N3CCN(C(=O)c4ccco4)CC3)cc2)c1	-1	2	i	5	-1
32	O=c1oc2cc(O)ccc2s1	-6	-3	i	28	-1
33	CCCCN(C=O)c1c(CC)nc2ccc(C(=O)N3CCN(S(=O)(=O)CC)CC3)cn12	-1	-6	i	9	4
34	CCOC(=O)c1c(NC(=O)c2cnn3c2NC(c2cccc(OC)c2)CC3C(F)(F)F)sc2c1CCCC2 (centres undefined)	3	35	·	4	0
35	CCOC(=O)N1CCN(C(=O)CSc2ccc3nnc(CCNC(=O)c4ccccc4)n3n2)CC1	-2	-2	i	3	0
36	COc1cc(C(=O)NCc2nnc(SCC(=O)N3CCCCCC3)o2)cc(OC)c1OC	5	-3	i	-22	0
37	CCOC(=O)C1(CCOc2ccccc2)CCN(Cc2nccn2CC)CC1	3	7	i	2	3
38	CC[C@@H]1CC=C[C@H]2[C@H]1C(=O)N(Cc1ccccc1)[C@H]2c1ccc(OC)c(Cl)c1	1	25	i	5	-1
39	Cc1cc(C)cc(NC(=O)Cn2nnc(C(=O)NCCc3ccccc3)c2N)c1	37*	-10	i	-11	4
40	CCOC(=O)c1ccc(Cl)c(S(=O)(=O)N2CCCC2)c1	-1	0	i	-2	4
41	CC1(C)Oc2nc3ccccc3n2/C1=C\C#N	-2	-6	i	-3	0
42	CC(C)C[C@@H]1COc2cc(N(C)CCO)ccc2S(=O)(=O)N1	6	-8	i	·	·
43	CCCOc1ccc(F)cc1-c1cc(C(=O)NCc2cccc(Cl)c2)[nH]n1	2	27	i	-6	4
44	C[C@@H](NC(=O)[C@@H]1CCCN1C(=O)[C@@H]1CCCN1C(=O)OC(C)(C)C)c1ccccc1	-11	-7	i	·	·
45	O=C(Cn1nc(C(F)(F)F)c2c1CCC2)N1CCN(c2ccccc2)CC1	2	5	i	7	-2

no.	MsrA inh	E coli Lon inh	bovine MsrA act	Tb MetRS inh
31	-0.8	-15	0	0.4
32	2.6	1	1	0.1
33	0.3	2	-5	-0.2
34	0.1	-8	-2	-0.6
35	2.6	8	-3	-0.3
36	0.4	-1	-9	-0.4
37	0.2	-4	-4	-0.7
38	0.7	-14	0	0.0
39	1.1	-26	-4	0.0
40	-0.1	3	-8	0.4
41	0.2	-6	8.0*	0.3
42	-1.0	-5	-4	-0.1
43	-0.2	4	-4	0.0
44	-0.4	-1	1	-1.1
45	0.5	-12	-4	-0.8

Other results follow:
no.	SMILES	CSN inh	FAS-TE inh	Neddylation inh	MLLE-PAM2 inh	Rin1 Abl inh
46	COC(=O)[C@@H]1C[C@@H]2CC[C@@H](O)C[C@@H]2N1Cc1ccc(OC)cc1	-1	-6	i	-13	2
47	O=S(=O)(c1cc(Cl)cc(Cl)c1)N1CCCC1c1nc2ccccc2s1 (centres undefined)	1	25	i	-20	2
48	CCCn1c(C)cc(=O)c2cc(NC(=O)c3ccccn3)ccc21	-1	2	i	-7	-2
49	CN1CCN(C(=O)c2c(O)c3cccc4c3n(c2=O)CC4)CC1	0	-2	i	9	0
50	COc1cc(OC)c(S(=O)(=O)N2CCCCC2)cc1S(=O)(=O)N1CCCCC1	3	-3	i	3	-2
51	Oc1cccc(/C=N\Nc2nncc(-c3ccccc3)n2)c1	-14	3	i	9	-2
52	C/C=C/c1ccc(OCCCCOc2ccccc2C(C)=O)c(OC)c1	-13	21	i	1	0
53	COC(=O)c1sc2ccccc2c1-n1cccc1C(=O)C(=O)Nc1ccccc1	2	16	i	-3	-4
54	CC(=O)c1cccc(NC(=O)CN2CCc3cc4c(cc3C2)OCCCO4)c1	2	-3	i	-10	-1

no.	MsrA inh	E coli Lon inh	bovine MsrA act	Tb MetRS inh
46	-0.3	-17	-3	-0.3
47	1.0	2	-3	-0.4
48	1.9	-8	-3	-0.3
49	0.2	9	0	1.1
50	0.2	1	0	1.0
51	3.8	-8	-2	-1.1
52	-0.6	-6	-3	-0.4
53	0.4	10	-4	-2.2
54	0.2	-7	-7	-2.4

Gathered by group, the compounds so far containing a COOH group
no.	SMILES	CSN inh	FAS-TE inh	Neddylation inh	MLLE-PAM2 inh	Rin1 Abl inh
1	COc1ccc(CN=Cc2c(C(=O)O)[nH]c3ccccc23)cc1	1	-2	i	6	3
20	CC(=O)Nc1ccc(C(=O)NC(CC(=O)O)c2ccc(Cl)cc2)cc1 (centres undefined)	-1	-5	i	13	1
28	O=C(O)/C=C/C(=O)Nc1ccc(F)cc1F	2	-4	i	9	-2
29	O=C(O)c1cccc(N2C(=O)CSC2c2c(F)cccc2Cl)c1 (centres undefined)	-3	-10	i	-5	-4

no.	MsrA inh	E coli Lon inh	bovine MsrA act	Tb MetRS inh
1	2.1	0	-1	-0.3
20	-0.6	0	-13	-1.1
28	-1.1	-3	-3	0.1
29	-0.8	-15	-4	-0.3

Looked up one by one from above (2):
no.	SMILES	CSN inh	FAS-TE inh	Neddylation inh	MLLE-PAM2 inh	Rin1 Abl inh
53	COC(=O)c1sc2ccccc2c1-n1cccc1C(=O)C(=O)Nc1ccccc1	2	16	i	-3	-4
54	CC(=O)c1cccc(NC(=O)CN2CCc3cc4c(cc3C2)OCCCO4)c1	2	-3	i	-10	-1

no.	MsrA inh	E coli Lon inh	bovine MsrA act	Tb MetRS inh
53	0.4	10	-4	-2.2
54	0.2	-7	-7	-2.4

No enrichment for hits (roughly 4% active in at least one column).
